Bioassay records (PubChem)
KCNQ2 block: KCNQ2 channel blockers in CHO-K1 cells – cell-based, FluxOR thallium flux, B-score, primary screen (AID 2156); O88943; 20 min; stronger effect = lower value; B-score at 10 µM; 1.1% of 310,000 active;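 active means fluorescence ratio B-score at most minus 3 library SDs, with starting brightness B-score within 2 library SDs, cut at about -5.5 in these data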
Target sequence (O88943 whole entry, looked up): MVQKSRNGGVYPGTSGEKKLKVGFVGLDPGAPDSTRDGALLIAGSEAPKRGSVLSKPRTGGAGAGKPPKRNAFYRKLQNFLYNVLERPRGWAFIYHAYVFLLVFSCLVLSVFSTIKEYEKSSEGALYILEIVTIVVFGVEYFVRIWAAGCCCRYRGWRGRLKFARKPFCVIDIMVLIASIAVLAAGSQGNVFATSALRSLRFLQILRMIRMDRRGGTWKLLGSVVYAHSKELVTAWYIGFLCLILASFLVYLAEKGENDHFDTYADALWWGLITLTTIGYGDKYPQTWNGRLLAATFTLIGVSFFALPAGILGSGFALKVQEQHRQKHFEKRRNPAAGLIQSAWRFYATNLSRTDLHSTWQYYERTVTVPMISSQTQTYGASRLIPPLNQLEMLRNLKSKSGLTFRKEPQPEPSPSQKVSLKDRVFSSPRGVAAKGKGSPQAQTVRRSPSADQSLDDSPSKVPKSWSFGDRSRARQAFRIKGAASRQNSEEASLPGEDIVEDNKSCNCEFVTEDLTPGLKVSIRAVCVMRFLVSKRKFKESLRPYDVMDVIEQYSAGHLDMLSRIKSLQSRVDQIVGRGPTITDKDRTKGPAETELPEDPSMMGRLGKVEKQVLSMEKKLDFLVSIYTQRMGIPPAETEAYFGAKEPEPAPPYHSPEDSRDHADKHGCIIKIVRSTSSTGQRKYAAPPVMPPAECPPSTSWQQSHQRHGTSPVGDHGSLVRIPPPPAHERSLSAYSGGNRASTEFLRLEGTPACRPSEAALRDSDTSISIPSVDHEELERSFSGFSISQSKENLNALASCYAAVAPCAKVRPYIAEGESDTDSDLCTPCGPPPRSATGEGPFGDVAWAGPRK
CHT block: inhibits the human high affinity choline transporter | AID 488975 | Q9GZV3 | CHT-expressing cells, membrane potential dye, choline response; stronger effect = lower value | 0.86% of 310,000 active | B-score at 10 µM;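 active means B-score over 3 SD under the library average, and starting fluorescence ratio not unusually high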;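 further: choline stimulus applied at its EC90 after an EC20 pre-addition; B-score computed on integrated fluorescence ratio after choline addition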
Numbers without * were called inactive; i = inactive; x = not tested or not shown.

| molecule | KCNQ2 block | CHT block |
| --- | --- | --- |
| CN(C)CCCN(C(=O)c1ccc([N+](=O)[O-])o1)c1nc2cc3c(cc2s1)OCO3 | i | i |
| COC(=O)C1=C(N)N(c2ccccc2F)C2=C(C(=O)CC(C)(C)C2)C1c1ccc(OC)c(OC)c1 (stereo unspecified) | i | i |
| CC(=O)c1c(C)cc(C)c(CSc2nnc(-c3ccco3)o2)c1C | i | i |
| O=C1c2cccc3c(N4CCCCC4)ccc(c23)C(=O)N1c1ccccn1 | i | i |
| C/C(=C/CCC(C)[C@H]1CC[C@@]2(C)C3=C(CC[C@]12C)[C@@]1(C)CCC(=O)C(C)(C)[C@@H]1CC3)C(=O)O (stereo partly specified) | i | i |
| CCN(C(=O)CN(C)Cc1c(F)cccc1Cl)c1c(N)n(Cc2ccccc2)c(=O)[nH]c1=O | i | i |
| COc1ccc(CC(C(=O)Nc2cc(C)ccc2C)/C(N)=N/O)cc1 (stereo unspecified) | i | i |
| CCn1c(SCC(=O)Nc2ccc3c(c2)c2ccccc2n3CC)nnc1-c1cnccn1 | i | i |
| COCC1CCN(Cc2nc(-c3ccc4c(c3)OCO4)no2)C1 (stereo unspecified) | i | i |
| O=C(N/N=C\c1ccc(Cl)s1)c1ccc(Cn2cccn2)o1 | i | i |
| COc1ccc(CN(C)Cc2cc(=O)oc3cc(C)c(C(C)C)cc23)cc1OC | i | i |
| CC(NC(=S)Nc1ccc(OC(F)F)cc1OC(F)F)C(C)(C)C (stereo unspecified) | i | i |
| COCCN(C(=O)COC(=O)C1CC1C)c1c(N)n(Cc2ccccc2)c(=O)[nH]c1=O (stereo unspecified) | i | i |
| COc1cccc(NC(=O)C2CCCCC2)c1 | i | i |
| CCOC(=O)c1cc2occc2n1CC(=O)NC1CCCCC1C (stereo unspecified) | i | i |
| CC(C)(CNc1ccc(S(=O)(=O)C(F)(F)F)cc1[N+](=O)[O-])N1CCOCC1 | i | i |
| COc1ccc(/C=N/c2oc(-c3ccccc3)cc2C#N)cc1 | i | i |
| CC(C)(C)CN1CCNC(=O)C1CC(=O)NCCN1CCCc2ccccc21 (stereo unspecified) | i | i |
| CC(C)c1cc(Br)ccc1OCCCN1C(=O)NC(C)(C)C1=O | i | i |
| CCOC(=O)CN1C(=O)NC(C)(c2ccc(OC(F)F)cc2)C1=O (stereo unspecified) | i | i |
| Cc1cccc(NC(=O)c2cccc(NS(=O)(=O)c3ccc(Cl)cc3)c2)c1 | i | i |
| Cc1ccc(S(=O)(=O)N(C)C)cc1NC(=S)NNC(=O)C1CC1 | i | i |
| COc1ccc(CC(=O)NNS(=O)(=O)c2ccc(F)cc2)cc1 | i | i |
| O=C(O)c1cc(S(=O)(=O)NCc2ccco2)c(Cl)cc1Cl | i | i |
| CCOC(=O)COc1nc(-c2ccccc2)cc(-c2ccco2)c1C#N | i | i |
| COc1ccc(-c2cc(=O)oc3c(C)c(OCC(=O)N[C@@H](Cc4ccc(O)cc4)C(=O)O)ccc23)cc1 | i | i |
| Cn1nnc(NC(=O)c2ccc([N+](=O)[O-])cc2Cl)n1 | i | i |
| COc1ccc(-c2nnc(SCC(=O)Nc3ccccc3)n2C)cc1 | i | i |
| O=C(O)CNC(=S)N(Cc1ccco1)Cc1ccccc1Cl | i | i |
| COc1ccc(NC(=O)O/N=C2/CCCc3ccc(OC)cc32)cc1 | i | i |
| Cc1ccc(C(=O)CSC2=C(C#N)C(c3ccco3)C3=C(CCCC3=O)N2)cc1 (stereo unspecified) | i | i |
| Cc1cccc(/C(N)=N/OC(=O)CCCN2C(=O)c3ccccc3C2=O)c1 | i | i |
| Cc1ccc(C)c(NC(=O)C2CCCN(S(=O)(=O)c3cccnc3)C2)c1 (stereo unspecified) | i | i |
| CCOC(=O)Oc1ccc(C(=O)OCCCN(C)C)cc1OC | i | i |
| COc1ccc(-n2c3c(cc(C(=O)N4CCCCC4)c2=O)C(=O)CC(C)(C)C3)cc1 | i | i |
| O=[N+]([O-])c1ccc(Cl)c(S(=O)(=O)n2ccnc2)c1 | i | i |
| Cc1ccccc1Oc1ccc(Oc2ccccc2C)nn1 | i | i |
| O=C1[C@@H]2CSCN2C(=O)CN1Cc1cccc(C(F)(F)F)c1 | i | i |
| Cc1nc2cc(NC(=O)NCCCO)ccc2o1 | i | i |
| O=C(c1ccsc1)N1CCCC(Nc2ccc(F)c(F)c2)C1 (stereo unspecified) | i | i |
| O=C(NCc1ccccn1)c1cc(-c2ccncc2)nc2ccccc12 | i | i |
| CC(C)CNC(=S)NC1CC2CCCC(C1)N2C1CCCCC1 (stereo unspecified) | i | i |
| CCc1cc(C(=O)NNC(=O)CCN2CCN(c3ccccc3)CC2)sc1C | i | i |
| c1ccc(Cc2nn3c(COc4ccccc4)nnc3s2)cc1 | i | i |
| Fc1cccc(Nc2c3c(nc4ccccc24)CCC3)c1 | i | i |
| Fc1ccc(-c2nnn3c2nc(NCc2ccccc2)c2ccccc23)cc1 | i | i |
| COc1ccccc1N=c1oc2c(OC)cccc2cc1C(=O)NCc1ccco1 | i | i |
| CCCC(O)(CCN1CCCCC1)c1ccc(OCC)cc1 (stereo unspecified) | i | i |
| O=C(NCCCO)c1cc2c(cn1)[nH]c1ccccc12 | i | i |
| Fc1ccccc1/C=N/n1cc(-c2ccccc2)[nH]c1=S | i | i |
| CCOC(=O)c1ccc(NCc2ccncc2)cc1 | i | i |
| COc1ccc(NC(=O)CN2CCC(NC(=O)C3CCCCC3)CC2)c([N+](=O)[O-])c1 | i | i |
| O=C1Nc2cc(C(=O)N3CCN(c4ccc(F)cc4)CC3)ccc2NC1CSCc1cccc(F)c1 (stereo unspecified) | i | i |
| COC(=O)C(Cc1ccc(O)cc1)NC(=O)C12CC3CC(CC(C3)C1)C2 (stereo unspecified) | i | i |
| Cc1nnc(SCC(=O)Nc2ccc3c(c2)OCCO3)s1 | i | i |
| COc1ccc(CN2CCC(C(N)=O)CC2)cc1OCc1ccccc1 | i | i |
| CCOC(=O)c1sc(N(Cc2ccccc2)C(=O)COC(=O)c2ccc(O)cc2)nc1C | i | i |
| CCCC(C(=O)NCC1CCCO1)N(C(=O)CNS(=O)(=O)c1ccccc1)c1ccc(F)cc1 (stereo unspecified) | i | i |
| COc1ccc(Cl)cc1Nc1nc(-c2sc(NC(=O)c3ccco3)nc2C)cs1 | i | i |
| CCCCOc1ccc(C(=O)NC)cc1 | i | i |

Random excerpt: 2 compounds from above
| molecule | KCNQ2 block | CHT block |
| --- | --- | --- |
| Cc1cccc(NC(=O)c2cccc(NS(=O)(=O)c3ccc(Cl)cc3)c2)c1 | i | i |
| O=C(O)CNC(=S)N(Cc1ccco1)Cc1ccccc1Cl | i | i |

(continued)
| molecule | KCNQ2 block | CHT block |
| --- | --- | --- |
| COc1nccnc1NS(=O)(=O)c1ccc(N/C=C2\CCCCC2=O)cc1 | i | i |
| COC(=O)c1c(-c2ccccc2)noc1-c1ccccc1 | i | i |
| COc1ccc(-c2noc(N3CCC(C(=O)Nc4ccccc4F)CC3)n2)cc1 | i | i |
| CC1(C)CC(=O)C2=C(C1)NC(Nc1nc3ccccc3o1)=NC21CCCCC1 | i | i |
| CCCOP(=O)(OCCC)C(Nc1ccc(C(=O)O)cc1)c1ccccc1 (stereo unspecified) | i | i |
| CNC(=O)CN(c1ccc(OC)cc1)S(=O)(=O)c1ccc(F)cc1 | i | i |
| CCOC(=O)C1CCN(C(=O)CS(=O)Cc2nc(-c3ccc(C)cc3)oc2C)CC1 (stereo unspecified) | i | i |
| O=C(C1CCC(CNS(=O)(=O)c2cccc3cccnc23)CC1)N1CCCC1 (stereo unspecified) | i | i |
| C=CCOc1ccc(C(c2c(O)nc(SC)[nH]c2=O)c2c(O)nc(SC)[nH]c2=O)cc1 | i | i |
| CCOC(=O)c1cc(=O)c2ccc(OCc3ccccc3)cc2o1 | i | i |
| c1cnc(N2CCN(c3ccc4ccccc4n3)CC2)nc1 | i | i |
| CCOc1cc(S(=O)(=O)N(Cc2ccccc2)Cc2ccccc2)c(OCC)cc1-n1cnnn1 | i | x |
| CCc1noc(C)c1C(=O)Nc1cc(Cl)ccc1N1CCCC1 | i | i |
| O=[N+]([O-])c1cccc(-c2n[nH]c(=S)n2-c2ccc(Br)cc2)c1 | i | i |
| O=C(Nc1ccc2c(c1)OCO2)c1ccccc1SCC(=O)N1CCCC1 | i | i |
| C/C(=N\NC(=O)c1ccccc1O)C1CC1 | i | i |
| CCCCCc1ccc(-c2ccc(OC)cc2)nc1 | i | i |
| COCCCN1C(=O)C(=O)/C(=C(/O)c2ccc(S(=O)(=O)N3CCCCC3)cc2)C1c1ccc(F)cc1 (stereo unspecified) | i | i |
| CCOC(=O)c1c(NC(C)=O)sc2c(OC(C)=O)cccc12 | i | i |
| O=C(Nc1ccccc1N1CCCCC1)c1ccc(Cl)c([N+](=O)[O-])c1 | i | i |
| COc1cccc(SCC(=O)N2CCN(c3ccccc3)CC2)c1 | i | i |
| CCOC(=O)C1CCN(Cc2c(O)c3ccccc3oc2=O)CC1 | i | -5.9* |
| O=C(Nc1nc(-c2ccccc2)cs1)c1cccs1 | i | i |
| Cc1cnc(C(=O)NCCc2ccc(S(=O)(=O)NC(=O)NC3CCCCC3)cc2)cn1 | i | i |
| O=C(Nc1ccc(C(=O)O)cc1)/C(=C\c1ccco1)NC(=O)c1ccccc1 | i | i |
| Cc1ccc(S(=O)(=O)Cc2ccccc2Cl)cc1 | i | i |
| COC(=O)C(NC(=O)c1ccccc1Cl)(Nc1ncc(S(=O)(=O)c2ccc([N+](=O)[O-])cc2)s1)C(F)(F)F (stereo unspecified) | i | i |
| CNC(=O)CSc1nc2ccccc2c(=O)n1CCc1ccccc1 | i | i |
| CCCCCCC1CC(CCC(=O)Nc2ccc([N+](=O)[O-])cc2)C(=O)O1 (stereo unspecified) | i | i |
| COc1ccc(-c2cc(NCc3ccccn3)n3ncnc3n2)cc1 | i | i |
| O=c1c(Cl)cc(Cl)nn1-c1ccccc1 | i | i |
| CCc1cc(C=NC2CCCCC2)c(O)s1 | i | i |
| CC(C(=O)O)N1C(=O)/C(=C/C=C/c2ccco2)SC1=S (stereo unspecified) | i | i |
| O=C1NC[C@H](c2ccccc2)N(CCc2cccc3ccccc23)C1=O | i | i |
| N#Cc1c(N)nc2c(c1-c1ccc(Br)s1)CCCC2 | i | i |
| CC(C)(CNC(=O)C1CCCN1C(=O)c1cccs1)N1CCOCC1 (stereo unspecified) | i | i |
| Cc1c(N=C2SCC(=O)N2/N=C/c2ccccc2)c(=O)n(-c2ccccc2)n1C | i | i |
| COc1ccc(C(=O)NN)cc1COc1ccc(Br)cc1 | i | i |
| O=C(c1cc2nc(-c3ccco3)cc(C(F)(F)F)n2n1)N1CCCc2ccccc21 | i | i |
| Cc1ccccc1Cn1cnc2ccccc2c1=O | i | i |
| N/C(=N\OC(=O)c1ccc(Cl)c(Cl)c1)c1cccnc1 | i | i |
| Cc1cccc(NC(=O)CN2C(=O)NC(C)(c3ccc4c(c3)OCO4)C2=O)c1 (stereo unspecified) | i | i |
| COc1ccc(/C=C2\CCc3c2nc2ccccc2c3C(=O)O)cc1OC | i | i |
| CCCCCCOc1ccc(N2C(=O)CC(N(CCc3ccc(S(N)(=O)=O)cc3)C(C)=O)C2=O)cc1 (stereo unspecified) | i | i |
| Cc1cccc(-c2cc3nc(C)cc(NCCCn4ccnc4)n3n2)c1 | i | i |
| O=C(Nc1ccc(F)c(Cl)c1)N1CCCC1 | i | i |
| Cc1ccc(/C=N/NC(=O)c2cc(C3CC3)nc3ccccc23)o1 | i | i |
| O=C(Cn1cc(C(F)(F)F)ccc1=O)N/N=C/c1ccc(O)cc1 | i | i |
| O=C(NCc1ccco1)c1cc([N+](=O)[O-])ccc1Cl | i | i |
| COc1cccc(/C=C2\SC(=S)N(NS(=O)(=O)c3ccccc3)C2=O)c1OC | i | -5.7* |
| COc1ccc(S(=O)(=O)NCC2CCCN(C(=O)CSC)C2)cc1 (stereo unspecified) | i | i |
| Cc1cccc(C(C)n2nnc3ccccc32)c1O (stereo unspecified) | i | i |
| COc1ccc(N2CCN(CCNC(=O)Nc3cc(Cl)ccc3OC)CC2)cc1 | i | i |
| Cc1c(O)c(=O)ccn1C | i | i |
| CCOC(=O)c1[nH]c(C)c(C(=O)OCC(=O)NC(=O)NC(C)(C)C)c1C | i | i |
| C=CCNc1nc2c(c(=O)n(C)c(=O)n2C)n1Cc1ccc(F)cc1 | i | i |
| OC(COCc1cccs1)CN1CCN(c2ccccc2Cl)CC1 (stereo unspecified) | i | i |
| CC(C)NC(=O)[C@H]1N2C(=O)c3ccccc3C2SC1(C)C (stereo partly specified) | i | i |
| CCOc1ccc(-c2nc(-c3ccccc3)no2)cc1OCC | i | i |
| CC(C)(C)[C@@H]1C=C(C(N)=O)O[C@H](OCCCCO)C1 | i | i |

Ordered by molecular weight (low to high): four of the compounds above.
| molecule | KCNQ2 block | CHT block |
| --- | --- | --- |
| CCc1cc(C=NC2CCCCC2)c(O)s1 | i | i |
| O=c1c(Cl)cc(Cl)nn1-c1ccccc1 | i | i |
| OC(COCc1cccs1)CN1CCN(c2ccccc2Cl)CC1 (stereo unspecified) | i | i |
| Cc1c(N=C2SCC(=O)N2/N=C/c2ccccc2)c(=O)n(-c2ccccc2)n1C | i | i |

Compound profiles, as listed above. Order of values: KCNQ2 block, CHT block
Profile of COc1ccc(S(=O)(=O)NCC2CCCN(C(=O)CSC)C2)cc1 (stereo unspecified) : i, i
Profile of CC(C)(C)[C@@H]1C=C(C(N)=O)O[C@H](OCCCCO)C1 : i, i

Next section
| molecule | KCNQ2 block | CHT block |
| --- | --- | --- |
| CC(=O)NC1=C(NC2CCS(=O)(=O)C2)C(=O)c2ccccc2C1=O (stereo unspecified) | i | i |
| O=C(c1ccc(-c2cccc(C(F)(F)F)c2)o1)N1CCN(c2ccccc2O)CC1 | i | i |
| CC1CN(c2snnc2C=C2C(=O)OC(C)(C)OC2=O)CC(C)O1 (stereo unspecified) | i | i |
| NC(=O)C1CCN(c2nc(C3CC3)nc3c2nnn3Cc2ccccc2)CC1 | i | i |
